TcdB GH inh = blocks C. difficile toxin B glycohydrolase activity. TcdB glycohydrolase enzymatic assay, plate reader. inhibition, % at 9.99 µM. actives 0.24% (n = 350,000). AID 652162; in the data active = inhibition above about 10%
Target sequence (P18177 whole entry, looked up): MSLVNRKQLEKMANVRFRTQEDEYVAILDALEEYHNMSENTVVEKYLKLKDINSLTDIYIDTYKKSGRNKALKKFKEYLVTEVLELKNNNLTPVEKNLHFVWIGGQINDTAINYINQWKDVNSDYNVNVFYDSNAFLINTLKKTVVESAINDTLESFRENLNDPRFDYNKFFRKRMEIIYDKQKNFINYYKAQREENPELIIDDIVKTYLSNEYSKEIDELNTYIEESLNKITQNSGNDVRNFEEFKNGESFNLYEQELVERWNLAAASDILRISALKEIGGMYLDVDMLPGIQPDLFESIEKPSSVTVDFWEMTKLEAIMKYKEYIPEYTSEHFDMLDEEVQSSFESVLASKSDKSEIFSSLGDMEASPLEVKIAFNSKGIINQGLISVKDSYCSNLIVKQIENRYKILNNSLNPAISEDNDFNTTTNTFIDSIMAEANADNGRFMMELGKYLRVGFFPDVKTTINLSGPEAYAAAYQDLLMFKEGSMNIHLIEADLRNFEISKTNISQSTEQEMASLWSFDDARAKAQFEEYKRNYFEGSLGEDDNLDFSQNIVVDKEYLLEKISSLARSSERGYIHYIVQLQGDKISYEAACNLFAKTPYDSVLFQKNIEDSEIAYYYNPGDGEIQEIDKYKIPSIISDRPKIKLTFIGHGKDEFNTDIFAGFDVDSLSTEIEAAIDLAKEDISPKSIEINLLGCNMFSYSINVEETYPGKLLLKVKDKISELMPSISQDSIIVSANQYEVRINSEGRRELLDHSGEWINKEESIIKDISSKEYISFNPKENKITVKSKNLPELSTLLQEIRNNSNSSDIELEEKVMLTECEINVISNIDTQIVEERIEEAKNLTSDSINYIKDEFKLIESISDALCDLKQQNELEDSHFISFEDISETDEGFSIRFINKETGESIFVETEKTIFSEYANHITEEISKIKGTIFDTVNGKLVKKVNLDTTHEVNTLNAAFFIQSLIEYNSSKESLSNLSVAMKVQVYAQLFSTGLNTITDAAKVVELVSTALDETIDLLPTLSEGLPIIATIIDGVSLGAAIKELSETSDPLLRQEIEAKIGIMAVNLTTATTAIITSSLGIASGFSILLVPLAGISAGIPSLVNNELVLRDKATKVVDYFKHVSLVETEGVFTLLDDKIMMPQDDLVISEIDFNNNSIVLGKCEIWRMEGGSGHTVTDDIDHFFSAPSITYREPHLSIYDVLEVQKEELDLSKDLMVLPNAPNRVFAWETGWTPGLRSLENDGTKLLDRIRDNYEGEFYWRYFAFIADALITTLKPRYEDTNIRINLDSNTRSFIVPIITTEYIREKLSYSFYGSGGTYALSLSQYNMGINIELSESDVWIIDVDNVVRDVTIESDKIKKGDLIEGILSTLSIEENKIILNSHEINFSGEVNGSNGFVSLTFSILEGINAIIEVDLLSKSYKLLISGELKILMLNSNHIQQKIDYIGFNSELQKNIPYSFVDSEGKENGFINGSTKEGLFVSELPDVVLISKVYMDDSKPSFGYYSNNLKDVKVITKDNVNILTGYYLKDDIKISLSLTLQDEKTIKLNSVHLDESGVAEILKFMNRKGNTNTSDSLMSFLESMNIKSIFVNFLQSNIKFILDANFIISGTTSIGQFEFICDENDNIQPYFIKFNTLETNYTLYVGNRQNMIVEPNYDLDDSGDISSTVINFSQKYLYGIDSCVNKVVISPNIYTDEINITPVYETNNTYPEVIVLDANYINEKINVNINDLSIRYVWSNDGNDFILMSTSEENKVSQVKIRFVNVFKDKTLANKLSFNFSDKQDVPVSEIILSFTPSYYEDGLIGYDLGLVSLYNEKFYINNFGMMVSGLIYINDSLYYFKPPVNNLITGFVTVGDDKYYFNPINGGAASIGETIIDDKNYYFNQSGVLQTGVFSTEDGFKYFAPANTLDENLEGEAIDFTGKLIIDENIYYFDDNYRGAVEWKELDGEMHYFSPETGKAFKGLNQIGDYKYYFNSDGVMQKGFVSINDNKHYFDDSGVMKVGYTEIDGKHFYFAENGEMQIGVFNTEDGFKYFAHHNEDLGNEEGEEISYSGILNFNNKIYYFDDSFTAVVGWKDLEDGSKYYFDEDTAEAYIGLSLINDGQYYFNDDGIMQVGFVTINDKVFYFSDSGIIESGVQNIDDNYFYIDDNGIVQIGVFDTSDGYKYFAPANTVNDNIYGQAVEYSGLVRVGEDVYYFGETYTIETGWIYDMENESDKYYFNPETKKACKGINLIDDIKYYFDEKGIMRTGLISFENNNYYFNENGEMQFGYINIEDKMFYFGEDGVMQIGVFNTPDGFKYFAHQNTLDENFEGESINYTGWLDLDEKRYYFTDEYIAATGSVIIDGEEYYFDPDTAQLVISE
PrPC TRFRET = cell surface PrPC inhibition, primary TR-FRET screen; TR-FRET read-out; inhibition, % at 13.8 µM; actives 0.43% (n = 370,000); AID 720596; in the data active = inhibition above about 24%; note: 0% = median of the test wells and 100% = reference compound wells
MazEF act = increases E. coli MazEF RNase cleavage of RNA. FAM/BHQ RNA-DNA oligo cleavage fluorescence, 5 h. actives 0.32% (n = 350,000). AID 504720. activation, % at 20 µM; in the data active = activation above about 50%
PriA SSB inh = K. pneumoniae PriA-SSBct interaction inhibition; AlphaScreen SSBct-PriA binding, biotinylated peptide; inhibition, % at 33 µM; actives 0.6% (n = 430,000); in the data active = inhibition mostly above about 37%, no sharp cut-off; inactive = mostly below about 20%;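 note: plate controls were negative control peptide for no effect and reference peptide for full effect; strong numbers were not always called active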
Y pestis TopoI = inhibitors of Yersinia pestis topoisomerase I. activity, % at 10 µM. actives 0.064% (n = 360,000). Y. pestis Topo-I cleavage product accumulation, plate reader; in the data active = activity above about 50%, passing the limit was not always enough; note: inactives centre near 2
CCHFV vOTU inh = blocks the CCHF virus ovarian tumor domain protease | actives 0.55% (n = 370,000) | AID 651958 | inhibition, % at 11.5 µM | CCHFV vOTU protease, Pep-AMC fluorescence; in the data active = inhibition above about 30%; note: 0% = vehicle wells with enzyme and 100% = no enzyme wells
Starred values were filed as active, the others as inactive; x = not tested or not shown; & = joins results of further samples. Only part of the results is shown (hit frequency here may not be typical).

Sequence of screens: TcdB GH inh	MazEF act	Y pestis TopoI	CCHFV vOTU inh	PrPC TRFRET	PriA SSB inh
- C=C1[C@@H](CCO)N(S(=O)C(C)(C)C)C[C@@H]1C (stereo partly specified)
 : -0.2	x	x	11.7	6.0	x
- Cc1ccccc1S(=O)(=O)N(C)C[C@H]1OCc2cn(nn2)CCCC(=O)N([C@H](C)CO)C[C@@H]1C
 : -1.1&0.5	x	x	17.2	-3.1	x
- CCOC(=O)[C@]12CCC=C1N(Cc1ccco1)C(=O)[C@H](CC(=O)NCc1cccc(C(F)(F)F)c1)C2
 : -0.7	x	x	15.5	-4.1	x
- FC(F)(F)c1ccc(-c2nc3ccccc3s2)cc1
 : -0.2	x	x	-2.6	2.3	x
- CC(C(=O)NC(C)(C)C)n1c(-c2ccccc2)nc2ccccc21 (stereo unspecified)
 : 0.6	x	x	-4.9	-2.5	x
- O=C(O)CN=C(Nc1cc(Cl)cc(Cl)c1)NC(c1ccccc1)c1ccccc1
 : -0.4	x	x	5.0	-2.6	x
- Cc1cc2nc(-c3ccco3)c(Cc3cccc(Cl)c3)n2c(C)c1Br
 : -2.0	x	x	11.6	8.9	x
- CC(C(=O)NC(C)(C)C)n1c(C(c2ccccc2)c2ccccc2)nc2ccccc21 (stereo unspecified)
 : 0.8	x	x	12.0	6.4	x
- COc1cccc([C@@H](NC(=O)C(F)(F)F)[C@@H]2CCCC=C2c2ccccc2)c1
 : 1.0	x	x	-3.7	7.2	x
- COC(=O)[C@]12C[C@H](CC(=O)NCC3CCCCC3)C(=O)N(CCC3=CCCCC3)C1=C[C@H](COCc1ccccc1)O[C@@H]2C
 : -0.2	x	x	-0.5	1.8	x
- CCOC1=C2[C@@H](CN(S(=O)(=O)c3ccc(C)cc3)[C@H]2c2ccccc2F)[C@H]2C(=O)N(CC)C(=O)[C@H]2C1
 : -12.2	x	x	11.5	5.8	x
- COC(=O)[C@]12C[C@H](CC(=O)NCCCCc3ccccc3)C(=O)N(CCC3=CCCCC3)C1=C[C@H](C(C)(C)C)O[C@@H]2C
 : 0.2	x	x	-2.4	-4.5	x
- Cc1ccc(S(=O)(=O)N2C[C@H]3C(=O)C[C@@H](c4ccccc4C)N(S(=O)(=O)c4ccc(C)cc4)[C@H]3C[C@H]2c2ccccc2)cc1
 : 1.7	x	x	-5.1	0.0	x
- CC(C)(C)OC(=O)N[C@@H]1C=CC(=O)C1
 : 0.6	x	x	-3.0	-0.7	x
- CSc1ccc(-c2cc3c(c4c2ccn4C)C2CCC3O2)cc1 (stereo unspecified)
 : 0.7	x	x	-30.6	-2.5	x
- COc1ccc(CCC(=O)N2c3ccccc3N=C(c3ccc(C(F)(F)F)cc3)C2C(=O)NC2CCCC2)cc1 (stereo unspecified)
 : 0.8	x	x	-1.9	9.1	x
- COc1ccc(C2OC(CCc3ccccc3)CC3=C2C(=O)OC(C)(C)O3)cc1 (stereo unspecified)
 : -8.5	x	x	27.9	-0.8	x
- C[C@@H](c1ccccc1)N1C[C@H](COCc2ccccc2)Oc2cc(N3CC[C@H](N(C)C)C3)ccc2S1(=O)=O
 : 0.7	x	x	3.4	-17.1	x
- CCCCn1nnnc1C(c1cc2ccccc2o1)N1CCCN(C(=O)OC(C)(C)C)CC1 (stereo unspecified)
 : 2.2	x	x	12.3	19.3	x
- C[C@@H]1ON(C)[C@H]2C[C@H]3c4cc(N5CCCCC5)ccc4CCN3C[C@@H]12
 : 0.6	x	x	-7.4	5.7	x
- Nc1nc2c(ncn2[C@@H]2O[C@H](CNC(=O)[C@H](N)C3CCCCC3)[C@@H](O)[C@H]2O)c(=O)[nH]1
 : -0.3	x	x	2.5	-0.3	x
- Cc1ccc(S(=O)(=O)N2C[C@H]3C(=O)C[C@@H](c4ccccc4F)N(S(=O)(=O)c4ccc(C)cc4)[C@H]3C[C@H]2c2ccccc2)cc1
 : 1.9	x	x	10.1	18.8	x
- COc1ccc(NC(=O)C(c2ccc(OC)cc2)n2c(=O)c(-c3cc4ccccc4[nH]3)nc3ccccc32)cc1 (stereo unspecified)
 : 1.3	x	x	0.7	-5.9	x
- COc1ccc(C(=O)NCC2CCN(C(=O)C(=O)c3cc4ccccc4o3)CC2)c(OC)c1
 : 0.8	x	x	1.1	-9.6	x
- Cc1cc2nc(C(C)(C)C)c(Cc3ccccc3)n2c(C)c1Br
 : -3.8	x	x	9.5	2.8	x
- COc1cccc(CC(=O)NCC2CCN(C(=O)C(=O)c3cccs3)CC2)c1
 : -0.7	x	x	8.9	-8.9	x
- CCCCCCN1CCN(C2CN(Cc3cn(Cc4cccc(C(F)(F)F)c4)nn3)S(=O)(=O)C2)CC1 (stereo unspecified)
 : -5.6	x	x	27.4	-7.3	x
- CCOC(=O)C1=CCC(c2cc3ccc(OC)cc3n2C(=O)OC(C)(C)C)NC1 (stereo unspecified)
 : -10.1	x	x	34.4*	-8.5	x
- CCOc1ccc(CCN2C(=O)C(=O)N([C@@H](Cc3ccccc3)CN3CCC[C@H]3CN3C(=O)C(=O)NC[C@@H]3Cc3ccc(O)cc3)C[C@@H]2CC(C)C)cc1
 : 0.4	x	x	19.6	6.9	x
- CC1Cn2c(Cc3ccccc3)nnc2S1 (stereo unspecified)
 : -3.3	x	x	21.6	9.6	x
- O=P1(NCCCl)OCCC(OO)N1CCCl (stereo unspecified)
 : 0.8	x	x	19.5	2.1	x
- C[C@H](NC(=O)[C@@H]1CCCN1C(=O)[C@@H]1CCCN1)c1ccccc1
 : 0.5	x	x	6.6	-10.1	x
- C[C@H]1COc2cccc(N3CCC[C@H]3CO)c2S(=O)(=O)N1
 : 0.4	x	x	-6.0	6.7	x
- O=C1O[C@@H](c2ccccc2)C[C@@H](O)[C@H](O)CCCc2ccccc21
 : 0.1	x	x	17.4	-1.6	x
- Cc1ccc(CN2CC(N3CCN(CCO)CC3)CS2(=O)=O)cc1 (stereo unspecified)
 : -0.8	x	x	4.3	-2.7	x
- COc1ccc([C@H]2CC(=O)C[C@@H](CCn3cccn3)O2)cc1
 : 0.1	x	x	7.3	-4.3	x
- COc1ccc(C2=Nc3ccccc3NC(=O)C2N(C(=O)c2ccnc3ccccc23)c2ccccc2)cc1 (stereo unspecified)
 : 1.3	x	x	20.7	13.0	x
- O=c1c(-c2cccs2)nc2ccccc2n1C(CCc1ccccc1)c1nc2ccccc2[nH]1 (stereo unspecified)
 : -1.4	x	x	-9.5	13.0	x
- COc1ccc(C(=O)NCCNc2nc3cc(C)cc(C)c3cc2C#N)cc1
 : 2.2	x	x	-0.3	-3.9	x
- COc1ccc(C(=O)C(=O)N2CCC(c3ccccc3)CC2)cn1
 : -2.5	x	x	7.8	3.2	x
- COc1ccc(-c2nc3ccc(C)cn3c2Cc2ccccc2)cc1OC
 : 2.9	x	x	-9.4	4.0	x
- CCOC(=O)[C@]12CCCC=C1N(CCC1=CCCCC1)C(=O)[C@H](CC(=O)NCC13CC4CC(CC(C4)C1)C3)C2
 : 0.1	x	x	9.6	-3.8	x
- CN1CC[C@@H]2CN(S(=O)(=O)c3ccccc3)[C@H](c3ccccc3Br)C[C@@H]21
 : 0.8	x	x	-6.7	0.5	x
- COc1cccc(S(=O)(=O)Nc2ccc3c(c2)[C@@H]2C[C@@H](CC(=O)NCc4ccc(Cl)cc4)O[C@@H](CO)[C@@H]2O3)c1
 : 0.7&1.3	x	x	7.8	-1.2	x
- O=C(NC1CCCCC1)C(c1ccncc1)n1c(=O)c(-c2ccccc2)nc2ccccc21 (stereo unspecified)
 : 1.6	x	x	-17.3	-11.6	x
- CCOC(=O)[C@]12Cc3cc(OC)ccc3[C@H]1N(Cc1ccccc1)C(=O)c1cc(OC)ccc12
 : -0.3	x	x	7.9	9.9	x
- CC(C)(C)OC(=O)N1CCCN(C(c2cc3ccccc3o2)c2nnnn2C(C)(C)C)CC1 (stereo unspecified)
 : 0.8	x	x	8.8	7.6	x
- COC(=O)[C@]12CCCCC=C1N(CCc1ccc(OC)c(OC)c1)C(=O)[C@H](CC(=O)NCCC(C)C)C2
 : 2.6	x	x	6.3	-1.7	x
- COc1ccc(-c2c(Sc3ccccc3)c3cc(-c4ccc5c(c4)OCO5)ccc3n2C)cc1
 : 1.1	x	x	-3.9	-0.2	x
- COC(=O)C1=C(C)N(Cc2ccccc2C(F)(F)F)C(=NCc2ccc3c(c2)OCO3)NC1c1ccc(C(F)(F)F)cc1 (stereo unspecified)
 : -0.2	x	x	11.8	-7.7	x

Next section:
Sequence of screens: TcdB GH inh	MazEF act	Y pestis TopoI	CCHFV vOTU inh	PrPC TRFRET	PriA SSB inh
- CCOC1=C2CN(S(=O)(=O)c3ccc(C)cc3)[C@H](c3cccs3)C[C@H]2n2c(=O)n(-c3ccccc3)c(=O)n2C1
 : -0.3	x	x	23.6	13.1	x
- CC(C)C[C@@H]1Cc2[nH][nH]c(=O)c2[C@H](C(C)C)O1
 : 0.6	x	x	19.1	0.6	x
- COc1cccc(-c2ccc(CC[C@H]3O[C@H]4CC[C@H](CO)O[C@H]4C[C@H]3NS(C)(=O)=O)cc2)c1
 : 0.0	x	x	-3.9	2.8	x
- CCCCCNC(=O)C(c1ccc(C(F)(F)F)cc1)n1c(=O)c(-c2ccco2)nc2ccccc21 (stereo unspecified)
 : 0.2	x	x	30.7*	11.0	x
- COc1ccc(OC)c(CN2C(=O)CSCC2(C)C(=O)NCc2ccccc2)c1 (stereo unspecified)
 : -5.0	x	x	13.2	6.4	x
- CCNC(=O)N1CCN(c2ccc(N3CCN(C(=O)NCC)[C@H](C)C3)c(C)c2)[C@@H](C)C1
 : -54.2	x	x	15.0	3.6	x
- Cc1ccccc1CN1[C@@H](C)[C@H](c2ccccc2)Oc2cccc(NCC(C)C)c2S1(=O)=O
 : -6.0	x	x	11.0	6.6	x
- O=C1Nc2ccccc2-n2nnnc2C1N1CCN(C(=O)C2CCCO2)CC1 (stereo unspecified)
 : 1.2	x	x	1.5	2.1	x
- Nc1nc2cc3c(cc2cc1C(=O)NCc1cccnc1)OCO3
 : 1.0	x	x	-156.7	5.7	x
- CCOC1=C2[C@@H](CN(S(=O)(=O)c3ccc(C)cc3)[C@H]2c2ccc(CC)cc2)[C@H]2C(=O)N(C)C(=O)[C@H]2C1
 : 1.3	x	x	-2.5	-3.7	x
- Cc1cc(Br)cn2c(Cc3ccccc3C(F)(F)F)c(-c3ccccc3)nc12
 : 1.5	x	x	2.5	3.0	x
- CC(C)[C@H](NC(=O)c1ccc(Cl)cc1Cl)C(=O)N1CCC[C@H]1C(=O)NCc1ccccc1
 : 0.9	x	x	-1.7	-1.2	x
- COC(=O)[C@]12CCCCC=C1N(Cc1ccco1)C(=O)[C@H](CC(=O)NCCCN1CCCC1=O)C2
 : -1.2	x	x	-1.4	-5.8	x
- COC(=O)[C@]12CCCCC=C1N(Cc1cccc3ccccc13)C(=O)[C@H](CC(=O)NCc1cccs1)C2
 : 0.8	x	x	0.1	2.4	x
- CCOC(=O)N(C)C[C@@H]1OCc2cn(nn2)CCCC(=O)N([C@H](C)CO)C[C@H]1C
 : 0.0&1.2	x	x	-0.4	-10.5	x
- C=CCN=C1NC(c2ccc(F)cc2)C(C(=O)OC)=C(C)N1Cc1ccccc1C(F)(F)F (stereo unspecified)
 : 0.3	x	x	-1.6	-7.6	x
- Cc1ccc(-c2nc3c(C)cc(Br)cn3c2Cc2ccccc2)cc1
 : 0.8	x	x	3.1	-3.8	x
- CCOC(=O)[C@]12CCCC=C1N(CCC1=CCCCC1)C(=O)[C@H](CC(=O)NCCCOC)C2
 : 1.4	x	x	0.3	-4.7	x
- CN1C(=O)[C@@](O)(c2cn(C)c3ccccc23)c2cc(Br)ccc21
 : 2.5	x	x	1.1	2.7	x
- O=C1C(Br)=C(c2ccccc2)C(c2ccccc2)=C1c1ccccc1
 : x	9.0	-9.2	x	x	-5.6
- COc1ccc(N2CCN(CCNS(=O)(=O)c3cccs3)CC2)cc1
 : x	x	x	-5.4	-3.3	12.0
- Cc1ccc(C)c(NC(=O)CCS(=O)(=O)c2ccccc2)c1
 : x	x	x	10.4	4.8	-13.0
- CCOC(=O)c1csc(NC(=O)C2CCCN(S(=O)(=O)c3ccc(Cl)s3)C2)n1 (stereo unspecified)
 : x	x	x	9.4	18.8	11.0

Compounds from the list above with an NH in an aromatic ring (four):
Sequence of screens: TcdB GH inh	MazEF act	Y pestis TopoI	CCHFV vOTU inh	PrPC TRFRET	PriA SSB inh
- Nc1nc2c(ncn2[C@@H]2O[C@H](CNC(=O)[C@H](N)C3CCCCC3)[C@@H](O)[C@H]2O)c(=O)[nH]1
 : -0.3	x	x	2.5	-0.3	x
- COc1ccc(NC(=O)C(c2ccc(OC)cc2)n2c(=O)c(-c3cc4ccccc4[nH]3)nc3ccccc32)cc1 (stereo unspecified)
 : 1.3	x	x	0.7	-5.9	x
- O=c1c(-c2cccs2)nc2ccccc2n1C(CCc1ccccc1)c1nc2ccccc2[nH]1 (stereo unspecified)
 : -1.4	x	x	-9.5	13.0	x
- CC(C)C[C@@H]1Cc2[nH][nH]c(=O)c2[C@H](C(C)C)O1
 : 0.6	x	x	19.1	0.6	x

Source: PubChem BioAssay (several laboratories)
